# Screens: PubChem, several laboratories
# APP 5'UTR act – activates APP 5'UTR luciferase reporter. activation, % at 2 µM. 190,000 tested, 1% active. AID 1276. SH-SY5Y APP 5'UTR luciferase reporter, luminescence; zero percent = DMSO vehicle wells;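 active means activation above a set limit, based on mean plus 3 SD of controls, cut at about 140% in these data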; further: values of inactives mirror those of a sister screen read the other way
# FLuc inh counter – inhibits firefly luciferase, flagging false hits in luciferase inhibition screens; P08659; ATPLite firefly luciferase biochemical luminescence, 10 min; inhibition, % at 10 µM; 200,000 tested, 1.5% active;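 active means inhibition above about 50% when tested at 10 µM, limit read from the data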
# Target sequence (P08659 whole entry, looked up): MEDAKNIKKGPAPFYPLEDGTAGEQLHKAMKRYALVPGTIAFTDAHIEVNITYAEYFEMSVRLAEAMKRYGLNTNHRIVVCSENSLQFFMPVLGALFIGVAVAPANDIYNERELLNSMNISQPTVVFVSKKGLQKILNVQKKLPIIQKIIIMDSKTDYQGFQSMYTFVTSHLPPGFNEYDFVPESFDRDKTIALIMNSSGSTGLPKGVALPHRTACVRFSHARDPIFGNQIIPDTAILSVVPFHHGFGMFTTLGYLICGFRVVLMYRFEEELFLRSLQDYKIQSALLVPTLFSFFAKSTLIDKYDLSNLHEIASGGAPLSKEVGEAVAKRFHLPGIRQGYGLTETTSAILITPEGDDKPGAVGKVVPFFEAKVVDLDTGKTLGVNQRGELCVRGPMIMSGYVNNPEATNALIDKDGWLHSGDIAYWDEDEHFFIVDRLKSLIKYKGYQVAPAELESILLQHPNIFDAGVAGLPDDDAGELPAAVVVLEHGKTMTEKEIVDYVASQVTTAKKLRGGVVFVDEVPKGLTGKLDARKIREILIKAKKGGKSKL
# bIAP activator – intestinal alkaline phosphatase (bovine) activation. purified bovine IAP, CDP-star luminescence, 30 min; stronger effect = higher value; fold of DMSO-control signal, blank-subtracted. activation factor at 20 µM. 200,000 tested, 0.17% active. AID 1016;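 active means activation factor of 2 or more at 20 µM, a signal rise over negative controls twice the positive control's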
# NF-kB expr up – NF-kB expression increase, human neuronal cells. fold change at 12.5 µM. NF-kB reporter expression; stronger effect = higher value. AID 1239. 190,000 tested, 1.6% active; in the data active means fold change above about 3.3
# PMI act hi M6P – increases human PMI activity with near-saturating mannose 6-phosphate. 190,000 tested, 0.34% active. coupled PMI enzyme assay, resazurin fluorescence, 20 min; stronger effect = higher value; 1 = untreated enzyme, 0 = substrate-free blank. activation factor at 20 µM;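 active means activation factor of 2 or more at 20 µM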
#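 Material: human phosphomannose isomerase with PGI, G6PDH, diaphorase coupling enzymes. Quantity: 15 ng/mL PMI. Medium: HEPES pH 7.4 buffer with MgCl2 and Tween-20. Reagent: Near-saturating mannose-6-phosphate, 1.0 mM. Compound: 20 µM single dose. Times: enzyme reaction with compound 20 min at room temperature. Detection: resorufin fluorescence at Ex 544/Em 590 nm.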
# TNAP inh hiacc – blocks human TNAP under high phosphate acceptor concentration; P05186; 200,000 tested, 0.03% active; inhibition, % at 20 µM; purified TNAP, CDP-star luminescence, 1 M DEA;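 active means over 50% inhibition of tissue-nonspecific alkaline phosphatase at 20 µM in the single-dose screen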;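 further: plate controls were DMSO wells for no effect and EDTA-quenched wells as full inhibition for full effect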
# Target sequence (P05186 whole entry, looked up): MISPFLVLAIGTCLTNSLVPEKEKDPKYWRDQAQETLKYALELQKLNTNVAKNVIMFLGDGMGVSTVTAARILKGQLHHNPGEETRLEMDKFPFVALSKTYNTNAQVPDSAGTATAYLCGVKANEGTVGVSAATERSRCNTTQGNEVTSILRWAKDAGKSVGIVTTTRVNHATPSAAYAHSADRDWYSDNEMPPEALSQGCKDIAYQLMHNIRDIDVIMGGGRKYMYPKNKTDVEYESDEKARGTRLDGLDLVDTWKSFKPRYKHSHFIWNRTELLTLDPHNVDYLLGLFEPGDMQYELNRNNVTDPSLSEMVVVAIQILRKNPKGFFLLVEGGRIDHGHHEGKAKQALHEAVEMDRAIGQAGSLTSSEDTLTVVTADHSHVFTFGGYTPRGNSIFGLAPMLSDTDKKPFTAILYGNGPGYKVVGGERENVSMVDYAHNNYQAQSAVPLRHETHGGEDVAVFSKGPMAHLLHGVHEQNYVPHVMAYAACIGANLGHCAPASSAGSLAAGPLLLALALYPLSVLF
# TNAP inh noacc – TNAP (human) inhibition, acceptor-free conditions; P05186; purified TNAP, CDP-star luminescence, 30 min; inhibition, % at 20 µM; 200,000 tested, 0.26% active;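 active means tissue-nonspecific alkaline phosphatase inhibition above about 50% at 20 µM in the single-dose screen, limit read from the data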;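 further: 0% = DMSO negative control and 100% = EDTA positive control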
# TNAP act hi DEA – TNAP (human) activation, high acceptor; activation factor at 20 µM; purified TNAP, CDP-star luminescence, 1 M DEA, 30 min; stronger effect = higher value; 0 = EDTA background, 1 = DMSO-only activity; AID 1136; 200,000 tested, under 10 active; P05186;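 active means activation factor at least 2 at 20 µM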
#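 Assay system: human TNAP; Input: enzyme diluted 1/800 final; Reagent: CDP-star luminogenic substrate at 100 µM final; Timing: 30 min, room temperature; Signal: luminescence; Evaluation: TNAP activation factor scaled between EDTA and DMSO control wells.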
# FLuc stim CS – firefly luciferase counter-screen for stimulation assays | 200,000 tested, under 10 active | ATPlite luciferase biochemical, luminescence, 10 min; 0 = ATP-free wells, 1 = DMSO control | activation factor at 10 µM | AID 1027;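 active means luciferase activation factor, scaled between plate controls, of at least 2 with compound at 10 µM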
#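 Assay system: Luciferase/luciferin reagent mix; Medium: PBS as buffer for the ATP substrate; Dosing: test compounds dosed from 2 mM stocks in 100% DMSO; Times: 10 min, room temperature; Signal: luminescence from luciferase reaction; Read-out: luciferase activation; Controls: No-ATP low control, compound-free enzyme-plus-ATP high control.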
# PMI act – activators of human phosphomannose isomerase; P34949; purified human PMI, coupled resazurin fluorescence, 20 min; stronger effect = higher value; 1 = vehicle control, 0 substrate-free wells; activation factor at 20 µM; 190,000 tested, 0.005% active; AID 1214;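 active means activation factor of 2 or more at 20 µM, relative to plate controls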
# The depositor's hits bear a star; x = no result given.
# The line under a structure holds: APP 5'UTR act	FLuc inh counter	bIAP activator	NF-kB expr up	PMI act hi M6P	TNAP inh hiacc	TNAP inh noacc	TNAP act hi DEA	FLuc stim CS	PMI act
1: O=C(CS(=O)(=O)c1ccccc1)Nc1nc2ccccc2s1
    -17	1	1.2	x	1.3	-4	-5	1	1	1.3
2: COc1ccc(NC(=O)COC(=O)CCCOc2ccc(Cl)cc2Cl)cc1Cl
    9	14	1	1.2	0.8	2	-23	1	0.9	0.8
3: COC(=O)CCN1CCC(C(N)=O)CC1
    3	-6	0.9	1.1	0.9	-1	-11	1	1.1	0.9
4: CC1Cc2ccccc2N1C(=O)CSc1ncccc1C(=O)O (stereo not drawn)
    6	-3	0.9	x	1	-7	-17	1.1	1	1.1
5: COC(=O)c1ccc(CN2C(=O)C3CCCCC3C2=O)o1 (stereo not drawn)
    7	-4	1.3	1.3	x	2	-2	1	1	x
6: COc1ccc2c(c1OC)C(=O)N1c3ccccc3SC21 (stereo not drawn)
    79	54*	0.8	2	1.1	-6	-12	1.1	0.5	1.1
7: O=C(NCCc1ccccc1)c1cc(-c2ccc3c(c2)OCO3)on1
    2	-1	0.9	1.5	1.1	-4	-16	1	1	1
8: CC(=O)Nc1ccc(OCC(=O)c2ccc(C)cc2C)cc1
    12	4	1	0.95	1	-3	-5	1	1	0.9
9: COC(=O)c1ccc(NC(=O)CSc2ccccc2)cc1
    23	-1	1	2.8	1	-4	-8	1	1	1.1
10: COc1cccc(CNC(=O)C(CCSC)NS(=O)(=O)c2ccc3c(c2)oc(=O)n3C)c1 (stereo not drawn)
    -11	-2	1	1.1	0.9	-4	-16	1	1	0.9
11: O=C(NCc1cn2ccsc2n1)Nc1cccc(Cl)c1
    25	-5	0.8	2	1	-8	-17	1.1	1.1	1
12: Cc1cc(=O)n2c3ccccc3n(CC(O)CN3CCC(C)CC3)c2c1C#N (stereo not drawn)
    16	-2	0.8	1.1	1	-4	-8	1	1	0.9
13: COc1ccc(CCNC(=O)C(=O)N2CCCC2)cc1OC
    -3	2	1	1.1	0.9	1	-2	1	1	1
14: COc1ccc(-c2cc(C)nc(SCc3cccc(C(=O)O)c3)n2)cc1
    6	-5	1.1	1.3	1.1	-6	-11	1.1	1	1
15: CCOC(=O)CSc1ccc2nnc(-c3cccnc3)n2n1
    -6	-7	0.9	1.1	1.4	-4	-5	1	1.1	1.2

# Overlap with the part before: 2 entries; new compounds follow.
# The line under a structure holds: APP 5'UTR act	FLuc inh counter	bIAP activator	NF-kB expr up	PMI act hi M6P	TNAP inh hiacc	TNAP inh noacc	TNAP act hi DEA	FLuc stim CS	PMI act
14: COc1ccc(-c2cc(C)nc(SCc3cccc(C(=O)O)c3)n2)cc1
    6	-5	1.1	1.3	1.1	-6	-11	1.1	1	1
15: CCOC(=O)CSc1ccc2nnc(-c3cccnc3)n2n1
    -6	-7	0.9	1.1	1.4	-4	-5	1	1.1	1.2
16: COc1cc(-c2nnc(SCC(=O)Nc3ccc4c(c3)OCCO4)o2)cc(OC)c1OC
    20	-4	1.1	1.2	1	-3	-11	1	1	1
17: Oc1cccc(-c2nc3ccc4ccccc4c3c3c2CCC3)c1
    88	4	1.1	3.8*	0.9	-9	-3	1.1	1	0.8
18: C=CCc1c(C)nc(-c2ccccc2)nc1N/N=C/c1ccccc1
    -3	10	0.9	0.83	1	-2	-2	1	0.9	0.9
19: Cc1cc(C(=O)Nc2c(F)cc(F)cc2Br)c(C)o1
    17	-5	1	1.2	1.1	-2	1	1	1	1
20: CC(C)CNC(=O)CN1C(=O)NC(Cc2c[nH]c3ccccc23)C1=O (stereo not drawn)
    6	-8	1	1.1	1	-8	-19	1.1	1.1	1
21: Nc1c(-c2ccccc2)c(CSc2nc3ccccc3[nH]2)nn1-c1ccc(Cl)cc1
    6	-1	1	0.68	1	-1	-91	1	1	1
22: CC(=O)c1cccc(NC(=O)N2CCCC2C(=O)Nc2cccc(C)c2C)c1 (stereo not drawn)
    -13	-8	1	1.2	1.1	-6	-14	1.1	1.1	1
23: Cc1cccc(C)c1Nc1nnc(SCC(=O)Nc2sccc2C#N)s1
    -10	-6	1.1	1.1	0.8	1	-14	1	1.1	0.9
24: COc1ccc(C(=O)Nc2ccc(OC)c([N+](=O)[O-])c2)cc1Br
    1	-5	1	1	1	-6	-7	1.1	1	0.9
25: CCCc1ncc(C(O)(c2ccccc2)c2ccccc2)n1C
    6	-7	1.1	1.1	1.1	-2	1	1	1.1	1.2
26: COc1ccc(C(NC(=O)/C=C/c2ccco2)c2ccc(OC)c(OC)c2)cc1OC
    3	-8	0.8	0.97	1.2	-2	10	1	1.1	1.1
27: O=C1OCC/C1=C\c1ccccc1
    9	-11	0.9	1.1	1.1	-6	-12	1.1	1.1	1.1
28: Cn1cnnc1SCC(=O)NNC(=O)COc1ccc(Cl)cc1
    9	5	1.2	x	0.9	-3	-85	1	0.9	0.9
29: CNC(=S)N1CCC(NC(=O)C(Cc2ccc(F)cc2)NC(C)=O)CC1 (stereo not drawn)
    4	-3	1.1	1.3	1	1	-6	1	1	1
30: COc1ccc(/C=N/NC(=O)c2cccc(NC(=O)c3ccccc3)c2)c(C(=O)O)c1OC
    25	-2	1.1	1.2	1.1	2	-13	1	1	1
31: CCOC(=O)C1CCN(C(=O)CCc2c(C)nc3cc(-c4ccc(OC)cc4OC)nn3c2C)CC1
    5	1	1.1	1	1	-2	-9	1	1	1
32: O=C(NCCNC(=O)C1CC2CCC1C2)C1CC2CCC1C2 (stereo not drawn)
    -2	-2	0.9	0.99	1	-4	-10	1	1	1
33: Cc1ccc(/C(N)=N/OC(=O)c2cc(-c3ccccc3)nc3ccccc23)cc1
    2	2	0.9	0.97	0.9	-3	-9	1	1	1
34: O=C(CSC1=NCCS1)NCc1ccco1
    -5	-6	1	1.6	0.9	-5	-27	1.1	1.1	0.9
35: Cc1ccc(N2C(=O)C(O)(C(F)(F)F)C3=C2CC(C)(C)CC3=O)cc1 (stereo not drawn)
    -7	-4	0.8	0.96	1.1	-3	-15	1	1	1.1
36: CC(C)CCCNc1nc(N2CCOCC2)nc(N2CCOCC2)n1
    -28	-7	1	1	0.9	-3	6	1	1.1	1
37: CCCCn1nnnc1SCC(=O)c1cc(Cl)ccc1OC
    -6	-8	1	1.2	1	-2	5	1	1.1	1
38: CCNC(=O)NC(=O)COC(=O)CCCSc1nc2ccccc2s1
    -7	3	0.7	0.69	1	-5	-12	1	1	1
39: Cc1nn(-c2ccccc2)c(C)c1/C=N/N1CCN(c2ccccc2)CC1
    0	-4	0.8	0.93	0.9	-6	-18	1.1	1	0.9
40: CCC(C)(C(=O)NC1CCCC1)N(C(=O)CC1NC(=O)NC1=O)c1ccc(C)cc1 (stereo not drawn)
    -4	-9	0.9	1	0.9	-4	-11	1	1.1	0.9
41: Cc1ccc(C)c(C(=O)COC(=O)c2cc([N+](=O)[O-])ccc2NCCO)c1
    0	-10	0.7	0.66	1	-2	-4	1	1.1	0.9
42: CCn1c(CCNC(=O)c2ccc(Cl)cc2)nnc1SCC(=O)NC1CCCC1
    -17	1	0.9	1	1.1	-9	-6	1.1	1	1
43: Cc1cc(C)c(C)c(OC(=O)c2sc(Cl)nc2C)c1
    -29	-7	1	1.7	0.9	-4	-2	1	1.1	1
44: O=c1cc(CO)oc(C(Nc2ccccn2)c2ccc(C(F)(F)F)cc2)c1O (stereo not drawn)
    3	-4	1.2	1.1	0.9	-2	-6	1	1	1
45: CCOC(=O)c1c(N)n(CCOC(=O)c2cccs2)c2nc3ccccc3nc12
    -5	2	1.2	0.51	0.8	-6	-10	1.1	1	0.9

# Shown as a hit in NF-kB expr up (from the list above):
no.	Compound	APP 5'UTR act	bIAP activator	NF-kB expr up	PMI act hi M6P	TNAP inh hiacc	TNAP inh noacc	TNAP act hi DEA	PMI act
17	Oc1cccc(-c2nc3ccc4ccccc4c3c3c2CCC3)c1	88	1.1	3.8*	0.9	-9	-3	1.1	0.8

# New compounds follow:
# The line under a structure holds: APP 5'UTR act	FLuc inh counter	bIAP activator	NF-kB expr up	PMI act hi M6P	TNAP inh hiacc	TNAP inh noacc	TNAP act hi DEA	FLuc stim CS	PMI act
46: O=C(O)c1cccc(NC(=O)c2cn(-c3ccccc3)nc2-c2cc3ccccc3o2)c1
    7	13	0.6	1.1	1	-2	-18	1	0.9	0.9
47: CCCCOc1ccc(C(=O)Nn2cnnc2)cc1
    2	-3	1	1	1	0	-10	1	1	1.1
48: COc1ccc(S(=O)(=O)Nc2cc(C)c(O)c(S(=O)(=O)c3ccccc3)c2)cc1
    -14	-4	1	1.2	0.8	-4	-9	1	1	0.8
49: CC(C)NC(=O)NC(=O)CSc1nncn1C
    1	0	0.9	1.2	0.9	1	-3	1	1	0.9
50: CCN1C(=O)C(CC(=O)Nc2ccc(OC)cc2)N(CCCN2CCN(c3ccc(OC)cc3)CC2)C1=S (stereo not drawn)
    21	-2	1.1	1.2	0.9	0	-3	1	1	0.9
51: CCn1cc(C(=O)NCc2ccccn2)c(=O)c2cc(S(=O)(=O)N3CCCCC3)ccc21
    -3	1	1	0.79	1	0	0	1	1	1
52: O=C(NCCOCC(F)(F)C(F)F)c1cc(F)c(F)cc1Cl
    -31	-5	1	1.4	1	-6	-16	1.1	1	1
53: O=S(=O)(c1ccccc1)N1CCN(C2CCCCCCC2)CC1
    -3	1	0.9	1	1.1	0	-3	1	1	1
54: O=C(Nc1cc(=O)c2ccccc2o1)N1CCOCC1
    -2	-8	0.9	0.3	1	1	-9	1	1.1	1
55: CCOC(=O)C(NCCc1ccccc1)(NC(=O)CC)C(F)(F)F (stereo not drawn)
    -22	-4	0.9	1.1	1.1	-1	-18	1	1	1
56: Cn1ccc(C(=O)Oc2ccc(C(=O)Nc3ccc(F)cc3F)cc2)n1
    24	-2	1.1	1.9	1.1	-4	4	1	1	1.1
57: C/C(N)=C(/C#N)C(=O)CSc1cc(C)c2cc(C)cc(C)c2n1
    26	-2	1	0.85	1.4	-1	-2	1	1	1.4
58: O=[N+]([O-])c1ccccc1Oc1cnc2ccccc2n1
    -17	0	1.1	1.1	1.1	-1	-5	1	1	1
59: CCCCN(CC)CCCNC(=S)Nc1ccc2nc3n(c(=O)c2c1)CCCCC3
    -11	-5	1.3	1.2	0.9	0	-1	1	1	0.8
60: Cc1nnc(SCCn2c(N3CCCC(C)C3)nc3c2c(=O)n(C)c(=O)n3C)s1 (stereo not drawn)
    11	-5	1	0.92	0.8	-1	-8	1	1.1	0.9
61: O=C(COC(=O)c1n[nH]c2ccccc12)Nc1ccc(Cl)cc1[N+](=O)[O-]
    13	-8	1	x	0.8	-3	-13	1	1.1	0.8
62: CN(C)c1ccc(CNc2ncn[nH]2)cc1
    -1	13	1	0.9	0.8	-8	-10	1.1	0.9	0.9
63: COc1ccc(C(C)=O)cc1COC(=O)c1cnc(Cl)c(Cl)c1
    -18	-6	1	1	1	-1	-12	1	1.1	1
64: CC(C)(C)c1cc(CN2CCCCC2)cc(C(C)(C)C)c1O
    -8	-3	1.1	0.94	1	0	-7	1	1	0.8
65: COc1ccc(C(=O)C2CCCN(Cc3ccc4nonc4c3)C2)c(OC)c1 (stereo not drawn)
    3	2	1	1.6	1.1	-1	-3	1	1	0.9
66: O=C(Cc1ccc(NS(=O)(=O)c2ccc(F)cc2)cc1)NCc1ccccc1
    27	-1	0.9	0.94	1	-3	-18	1	1	1
